PostGolgi yeast – growth inhibition of a yeast mutant, post-Golgi transport screen; AID 739; inhibition, % at 10 µM; post-Golgi transport phenotypic cell assay; actives 0.9% (n = 98,000);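 note: yeast cells grown in 1536-well plates; yeast grown about 18 h at 30C before absorbance read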
CYP2C19 activ – cytochrome P450 2C19 (human) activation. P33261. recombinant CYP2C19, luciferin-H EGE luminescence; stronger effect = higher value; 0 = fully inhibited enzyme, 1 = untreated enzyme. activation factor at 5 µM. 96,000 tested, under 10 active. AID 1025;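 active = activation factor of at least 2 at 5 µM in the primary screen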;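 note: 0 = wells with 2.5 mM tranylcypromine and 1 = vehicle-only wells; values of inactives mirror those of a sister screen read the other way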
sEH inhibitor – soluble epoxide hydrolase (human) inhibition; AID 707; recombinant human sEH enzymatic activity assay; actives 0.34% (n = 91,000); inhibition, % at 2 µM; in the data active = inhibition above about 80%; note: values of inactives mirror those of a sister screen read the other way; many of its hits are not listed in these tables
Target sequence (P34913 whole entry, looked up): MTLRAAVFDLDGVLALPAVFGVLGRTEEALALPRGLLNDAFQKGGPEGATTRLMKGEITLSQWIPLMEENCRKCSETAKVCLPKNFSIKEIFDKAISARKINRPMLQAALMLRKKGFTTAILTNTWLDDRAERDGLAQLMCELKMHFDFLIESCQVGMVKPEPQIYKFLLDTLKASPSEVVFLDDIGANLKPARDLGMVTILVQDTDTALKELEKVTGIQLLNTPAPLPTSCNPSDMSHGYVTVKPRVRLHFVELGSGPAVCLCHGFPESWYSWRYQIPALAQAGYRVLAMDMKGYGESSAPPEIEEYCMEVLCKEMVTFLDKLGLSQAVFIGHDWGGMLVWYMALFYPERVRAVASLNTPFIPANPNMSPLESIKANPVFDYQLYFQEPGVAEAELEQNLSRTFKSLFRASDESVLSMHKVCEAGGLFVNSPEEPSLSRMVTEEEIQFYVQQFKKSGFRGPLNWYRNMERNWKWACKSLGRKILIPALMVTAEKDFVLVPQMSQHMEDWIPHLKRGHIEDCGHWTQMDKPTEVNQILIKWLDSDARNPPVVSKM
CYP2C19 inh – blocks human cytochrome P450 2C19. actives 21% (n = 96,000). P33261. AID 778. inhibition, % at 5 µM. CYP2C19 Supersomes, luciferin-H EGE luminescence, 30 min;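 active = CYP2C19 inhibition above a set limit at 5 µM in the primary screen, cut at about 50% in these data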;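 note: plate controls were negative control wells for no effect and 2.5 mM tranylcypromine positive control for full effect; values of inactives mirror those of a sister screen read the other way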
DAT uptake mod – modulates human dopamine transporter uptake under cocaine; Q01959; LLC-PK1 hDAT cells, [14C]-dopamine uptake with cocaine IC80; actives deviate in either direction; B-score at 10 µM; actives 1.3% (n = 110,000);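 active = Z score or B-score, a plate-position-corrected score, falls beyond the plate's 99.7% confidence bounds, in either direction; inactive = both scores lie inside the 99.7% bounds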;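 note: scored against the spread of the other compound wells on the same plate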
sEH activator – soluble epoxide hydrolase (human) activation. actives 0.04% (n = 91,000). activation, % at 2 µM. P34913. purified human sEH enzymatic activity, activator screen; in the data active = activation above about 37%; note: values of inactives mirror those of a sister screen read the other way
S1P2 ag – activates the human S1P2 receptor; actives 0.46% (n = 97,000); activation, % at 4.5 µM; S1P2-expressing cell line, agonist reporter read-out; O95136; AID 729; in the data active = activation above about 16%;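 note: 0% = vehicle low control and 100% = maximal reference agonist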
Target sequence (O95136 whole entry, looked up): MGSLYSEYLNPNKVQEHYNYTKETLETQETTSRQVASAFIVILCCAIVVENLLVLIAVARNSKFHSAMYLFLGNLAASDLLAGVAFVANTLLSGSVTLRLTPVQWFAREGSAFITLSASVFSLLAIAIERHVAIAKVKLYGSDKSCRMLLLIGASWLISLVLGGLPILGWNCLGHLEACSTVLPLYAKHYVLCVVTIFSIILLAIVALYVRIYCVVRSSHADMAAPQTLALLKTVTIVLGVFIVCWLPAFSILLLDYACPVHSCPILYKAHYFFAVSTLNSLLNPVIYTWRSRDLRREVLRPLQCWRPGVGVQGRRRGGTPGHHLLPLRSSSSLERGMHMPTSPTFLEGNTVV
PostGolgi ctrl – yeast control strain growth, post-Golgi counter-screen | inhibition, % at 10 µM | efflux-deficient yeast background strain, growth absorbance A615, 16 h | actives 5% (n = 98,000)
S1P2 blocker – blocks the human S1P2 receptor | O95136 | cell-based S1P2 antagonist assay, inhibition at 5 uM | inhibition, % at 5 µM | actives 0.21% (n = 97,000) | AID 736; in the data active = inhibition above about 45%;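 note: CRE beta-lactamase reporter cells expressing human S1P2 stimulated with S1P; 0% = agonist at EC80 alone and 100% = agonist plus reference antagonist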
* marks the source's active call; other numbers are inactive results; . = not tested or not shown. Cut-off read from the data, not from the text of the source, unless noted: active = inhibition above about 30%; inactive = the rest.

SMILES | PostGolgi yeast | CYP2C19 activ | sEH inhibitor | CYP2C19 inh | DAT uptake mod | sEH activator | S1P2 ag | PostGolgi ctrl | S1P2 blocker
Cn1c(CCNC(=O)c2ccccc2F)nnc1SCc1nc2ccccc2c(=O)[nH]1 | 1 | 1.1 | 3 | -12 | 0.026 | -2 | -3 | 2 | -14
COc1ccc(C(=O)n2nnc3ccccc32)cc1Br | -1 | 1 | -3 | 5 | 0.4 | 5 | -2 | 8 | -29
CN1/C(=c2/s/c(=C3/C(=O)N(c4ccccc4)NC3=Nc3ccccc3)n(C)c2=O)C(C)(C)c2ccccc21 | 1 | 0.6 | -6 | 38 | 1 | 4 | -7 | 3 | 0
COc1cccc(-c2nn3c(-c4ccccn4)nnc3s2)c1 | -2 | 0.5 | -2 | 52* | 0.043 | 2 | -9 | 7 | 15
CC(C)SC1=NC(C)(C)C=C(/C=C/c2ccc(Cl)cc2Cl)N1 | 3 | 0.3 | 1 | 69* | 0.88 | 0 | -2 | 27 | 0
CCOC(=O)c1c(C)nc2c(c1-c1ccc(OC)c(OC)c1)C(=O)c1ccccc1-2 | 1 | 1 | 2 | -2 | -1.1 | -1 | 1 | 3 | 4
c1ccc(Nc2nnc(SCc3cccc4ccccc34)s2)cc1 | -12 | 0.7 | 12 | 34 | -0.036 | -10 | -5 | 8 | 17
COc1cc2nc(SCC(=O)NC3CC3)n(CCC3=CCCCC3)c(=O)c2cc1OC | . | . | -4 | . | . | 7 | 0 | . | -4
Cc1cc(C)n(CC(=O)NC2CCCCC2)n1 | 2 | 1 | -2 | 4 | -1.4 | 3 | -3 | -4 | -10
O=C1NC(=O)C2C3c4ccccc4C(c4ccccc43)C12 (centres undefined) | -11 | 1 | 0 | 4 | -0.65 | 2 | -3 | 19 | 19
C=CCOC(=O)c1ccc(-n2cncn2)nc1 | -2 | 0.2 | -5 | 80* | -0.18 | 6 | -1 | 7 | -10
O=c1[nH]c2c(c(=O)n1Cc1ccccc1)CCC2 | 2 | 1 | 1 | -4 | -1.6 | -3 | -3 | -1 | -10
CCC(=O)Nc1ccc(C(=O)CSc2nnc(-c3ccc(O)cc3)n2CC2CCCO2)cc1 (centres undefined) | 0 | 0.9 | -1 | 10 | 1.1 | -1 | -4 | -6 | -2
O=C(c1ccc(Cl)c(Cl)c1)N(Cc1ccco1)c1ccc(O)cc1 | 0 | 0 | -17 | 99* | 1.3 | 14 | -4 | 25 | 7
COc1ccc(S(=O)(=O)N2CCN(C(=O)NC3CCCCC3)CC2)cc1OC | 0 | 0.9 | 17 | 5 | 0.2 | -18 | -8 | 5 | -5
Cc1onc(-c2c(Cl)cccc2Cl)c1C(=O)NCCc1ccc(S(N)(=O)=O)cc1 | -2 | 0.7 | -15 | 33 | 0.37 | 14 | -3 | -9 | 13
Cc1nnc(SCC(C)C)[nH]c1=O | 7 | 0.9 | . | 9 | -0.69 | . | -7 | 18 | 28
CC1CCN(c2c(NCC3CCC(C(=O)N4CCCCC4)CC3)c(=O)c2=O)CC1 (centres undefined) | 7 | 1.1 | -25 | -11 | -0.012 | 24 | -1 | 7 | -10
Cn1c(COc2ccccc2)nnc1SCc1nc2ccccc2[nH]1 | 1 | 0.6 | 13 | 35 | -0.51 | -15 | -2 | 17 | -36
COc1ccc(-n2c(SCC(=O)Nc3nccs3)nc3c(c2=O)SC(C)C3)cc1 (centres undefined) | -5 | 1.1 | . | -14 | 1.9 | . | . | -5 | .
COc1ccc(-c2nnc3n2-c2ccccc2SC3)cc1OC | -8 | 0.9 | . | 12 | -0.33 | . | -3 | 11 | 2
Cc1ccnc(NC(=O)CCC2CCCCC2)c1 | 0 | 0.1 | -8 | 86* | -1 | 8 | -1 | 8 | -7
COc1cc(CNCc2ccccn2)ccc1OCc1cccc(Cl)c1 | 6 | 0.2 | -3 | 83* | 1.5 | 0 | -5 | 1 | 17
COc1cccc(C2CC(=O)NC(SC)=C2C#N)c1 (centres undefined) | -8 | 0.4 | . | 64* | -0.37 | . | -3 | 3 | -7
COc1cc(OC)cc(C(=O)N/N=C/c2ccc(OC)c(COc3ccc(F)cc3)c2)c1 | 10 | 0.7 | -4 | 33 | . | 7 | -2 | 11 | 18
O=C(O)CCn1c(SCc2ccccc2)nc2ccccc21 | 11 | 1 | 2 | 3 | 1.5 | -4 | -8 | -3 | 14
CCOC(=O)c1c(NC(=O)CCC(=O)NCc2ccco2)sc2c1CCCC2 | -6 | 0.9 | -2 | 10 | 0.14 | 3 | 0 | 10 | -7
CC(=O)OC(/C(O)=C(\C#N)c1nc2ccccc2[nH]1)c1ccccc1 (centres undefined) | -5 | 0.7 | 1 | 34 | -0.15 | -2 | -1 | 5 | -11
Cn1cnnc1SCNC(=O)C(F)(F)F | 14 | 1 | 6 | -3 | -2.1 | -2 | 5 | 16 | 23
O=c1c2[nH]c3ccc(F)cc3c2ncn1CCN1CCN(Cc2ccccc2)CC1 | 0 | 0.8 | . | 21 | 1.4 | . | . | 7 | .
Nc1ccccc1C(=O)NNc1ncc(C(F)(F)F)cc1Cl | 0 | 0.8 | -3 | 21 | -1.3 | 4 | -3 | 1 | 2
CCN(CC)C(=O)CSc1nnc(SCc2ccc(Cl)cc2)s1 | -21 | 0.5 | 8 | 47 | 0.27 | -4 | -3 | -3 | -6
CC(C)COc1ccc(Cc2cnc(N)nc2N)cc1 | 10 | 0.9 | -35 | 5 | 1.3 | 32 | -5 | 7 | -14
O=[N+]([O-])c1ccc(N2CCN(c3nc(-c4ccc(Cl)cc4)cs3)CC2)cc1 | -6 | 1 | 6 | 3 | -0.29 | -11 | -4 | 10 | 4
O=C(c1ccncc1)N1CCN(C(=O)c2cccc3ccccc23)CC1 | -10 | 0.5 | -6 | 48 | 0.17 | 7 | 2 | 2 | 16
Cc1ccc(C)c2nc(N3CCCC3)c(C#N)cc12 | -6 | 1 | . | 0 | 0.31 | . | . | 9 | .
CCCN1CCN(CCCNC(=O)c2cc3c(=O)n(C)c4ccccc4c3n2C)CC1 | -1 | 1.1 | . | -14 | -0.31 | . | -7 | 17 | -9
COc1ccccc1NC(=O)N(Cc1ccco1)Cc1cc2cc(C)cc(C)c2[nH]c1=O | -11 | 0.4 | -17 | 60* | 2.2 | 16 | -4 | 67* | 1
COc1ccc(-c2nnc(SCC(=O)N3CCOCC3)o2)cc1OC | 4 | 0.7 | . | 35 | 0.11 | . | . | -2 | .
Cc1cc(NC(=O)CCC(=O)N(c2cccc(F)c2)C(C(=O)NC2CCCC2)c2ccncc2)no1 (centres undefined) | 17 | 0.2 | . | 76* | -0.43 | . | . | 7 | .
Cc1cc(C)nc(SCC(=O)Nc2sc3c(c2C#N)CCC(C)C3)n1 (centres undefined) | . | . | 9 | . | 1.1 | -3 | -9 | . | -11
O=c1c2ccccc2nc(N2CCN(c3ccccc3)CC2)n1Cc1ccccc1 | -3 | 0.7 | -2 | 30 | 0.1 | 6 | -5 | 29 | 2
Cc1nc(NC2CCCC2)sc1C(=O)N(C)C | 4 | 1 | -9 | 4 | -0.16 | 13 | -7 | 2 | -8
COc1ccccc1N1C(=O)c2cccc3c(C(=O)O)ccc(c23)C1=O | -9 | 0.9 | -5 | 6 | -0.2 | 5 | 1 | -2 | 14
CC(C(=O)Nc1ccc(N2CCOCC2)cc1)N1C(=O)c2ccccc2C1=O (centres undefined) | -7 | 1 | . | -3 | 1.5 | . | . | 4 | .
O=C(CSc1nc2cccnc2n1Cc1ccccc1)NC1CCCCC1 | . | . | 19 | . | 0.75 | -16 | -6 | . | -14
Cc1ccc(C(=O)N2CCN(c3ccccc3)CC2)cc1C | -5 | 0.3 | . | 69* | 0.94 | . | . | -5 | .
CCCOP(=O)(c1ccc(N(C)C)cc1)C(O)c1cc(OC)c(OC)c(OC)c1 (centres undefined) | 3 | 0.8 | -5 | 17 | -1.9 | 5 | -8 | -1 | 14
CN(C)c1ccc(-c2nnn(Cc3ccccc3Br)n2)cc1 | 1 | 0 | 4 | 96* | -1.3 | -5 | -4 | 31* | 7
COc1ccc(CNC(=O)COC(=O)c2cc(-c3ccco3)nc3ccccc23)cc1 | 5 | 1 | 10 | 0 | . | -11 | -6 | 17 | 18
C=CCn1c(SCC(=O)Nc2nnc(CC)s2)nnc1-c1ccco1 | 0 | 0.9 | . | 8 | -1 | . | . | 5 | .
CCc1cccc2c(C=C(C#N)C#N)cn(CC(=O)N3CCCC3)c12 | 0 | 1.1 | -5 | -8 | -0.25 | 8 | -1 | 13 | 16
COc1ccc(/C=C/C(=O)c2ccccc2)cc1COc1ccccc1F | -9 | 0.6 | 0 | 41 | -0.52 | 2 | -5 | 5 | 6
COCCn1c(C)cc(C(=O)COC(=O)c2n[nH]c3ccccc23)c1C | -4 | 0.7 | . | 34 | 1.4 | . | . | 16 | .
Cc1nn(CC(=O)NCc2ccccc2Cl)c(C)c1[N+](=O)[O-] | -8 | 0.8 | 10 | 18 | -1.2 | -8 | -5 | 4 | 12
CN(C)C(=O)CSc1nnc(CCCCCNC(=O)OC(C)(C)C)o1 | -6 | 0.8 | 5 | 20 | -0.98 | -6 | -7 | 2 | 19
COc1ccc(-c2cc(-c3ccc(Br)cc3)nc3ncnn23)cc1OC | 19 | 1.2 | -2 | -16 | 1.1 | 4 | -1 | 8 | -16
CC(=O)Nc1ccccc1C(=O)N1CC(C)OC(C)C1 (centres undefined) | -5 | 1.1 | -1 | -9 | 0.054 | 2 | -4 | 14 | -10
COc1ccc(C(=O)CSC2=C(C#N)C3(CCCCC3)C(C#N)=C(N)N2)cc1 | -1 | 0 | . | 100* | -0.36 | . | -3 | 28 | 15
CCOc1cc(C2NC(=O)NC(C)=C2C(=O)OC(C)CC)cc(Br)c1O (centres undefined) | -15 | 0.7 | . | 28 | -0.44 | . | -8 | -3 | 0

The list continues.
SMILES | PostGolgi yeast | CYP2C19 activ | sEH inhibitor | CYP2C19 inh | DAT uptake mod | sEH activator | S1P2 ag | PostGolgi ctrl | S1P2 blocker
COc1cc(S(=O)(=O)N2CCCCC2)ccc1NC=O | -1 | 1 | -17 | -4 | . | 18 | -3 | -5 | -26
O=C(O)c1cccc(N2CCCC2)c1 | 26 | 1.1 | 2 | -13 | -0.55 | -2 | -6 | 25 | -3
COc1ccc(NC(=O)CNc2cccc(C#N)c2)cc1Cl | 5 | 0.5 | 6 | 48 | -0.73 | -3 | -2 | -7 | -4
O=C(c1ccco1)N(Cc1ccco1)c1ccc(O)cc1 | 6 | 0.6 | . | 36 | -0.89 | . | . | 0 | .
Cc1cc(C)c2c(N)c(S(=O)c3ccc(C(C)(C)C)cc3)sc2n1 (centres undefined) | -2 | 0.4 | 10 | 61* | 0.24 | -7 | -13 | 13 | -4
CCN(CC)c1ccc(C(=O)OCC(=O)NC2CCCCC2C)cc1 (centres undefined) | 3 | 0.5 | -28 | 49 | 0.17 | 25 | -3 | 3 | -31
C#CCOC(=O)c1ccccc1C(=O)n1nnc2ccccc21 | 5 | 0.1 | 4 | 88* | -0.056 | -4 | -8 | 10 | 9
CCOc1cc(CO)cc(Br)c1OCC(=O)O | . | . | 0 | . | 0.041 | 2 | -1 | . | 0
Cc1cccc(C2Nc3ccccc3C(=O)N2c2ccc(F)cc2)n1 (centres undefined) | . | . | 20 | . | 0.51 | -19 | -3 | . | -1
Cn1nccc1C(=O)N1CCN(c2ccc(F)cc2)CC1 | . | . | 9 | . | -1.2 | -6 | -8 | . | 4

High-throughput results as filed in PubChem.
